# FBW7 act – human FBW7 E3 ligase activation, primary screen. AlphaScreen FBW7–phospho-cyclin E peptide binding, activator screen. normalized activity (activation), % at 26.1 µM. 0.13% of 650,000 active; in the data active = normalized activity above about 1.9%;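 also: purified mutant Fbw7 with reduced substrate affinity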
# Target sequence (Q969H0 whole entry, looked up): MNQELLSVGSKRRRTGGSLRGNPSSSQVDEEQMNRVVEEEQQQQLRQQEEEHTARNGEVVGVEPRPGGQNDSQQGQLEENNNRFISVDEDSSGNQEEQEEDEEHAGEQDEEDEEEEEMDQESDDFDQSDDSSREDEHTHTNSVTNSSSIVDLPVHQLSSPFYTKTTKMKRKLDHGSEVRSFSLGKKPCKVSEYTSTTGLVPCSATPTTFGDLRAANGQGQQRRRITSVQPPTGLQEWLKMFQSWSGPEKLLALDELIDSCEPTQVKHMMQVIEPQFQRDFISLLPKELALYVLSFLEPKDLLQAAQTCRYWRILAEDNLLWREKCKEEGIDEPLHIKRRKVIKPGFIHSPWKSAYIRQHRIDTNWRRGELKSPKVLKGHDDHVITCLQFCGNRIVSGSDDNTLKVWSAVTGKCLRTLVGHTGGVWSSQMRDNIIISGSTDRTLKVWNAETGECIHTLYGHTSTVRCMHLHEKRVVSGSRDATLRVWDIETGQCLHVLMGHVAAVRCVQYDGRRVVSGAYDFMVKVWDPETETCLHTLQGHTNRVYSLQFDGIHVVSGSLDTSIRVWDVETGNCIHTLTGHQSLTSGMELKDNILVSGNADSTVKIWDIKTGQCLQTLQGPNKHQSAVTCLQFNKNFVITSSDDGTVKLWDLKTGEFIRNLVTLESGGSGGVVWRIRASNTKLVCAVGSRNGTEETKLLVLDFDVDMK
# TEAD-YAP inh – TEAD-YAP interaction inhibition; HEK-TIYL cells, TEAD-Gal4/YAP UAS-luciferase luminescence; inhibition, % at 9.12 µM; 1.4% of 640,000 active; AID 1259422; in the data active = inhibition above about 32%;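 also: 0% = median of test compound wells and 100% = reference inhibitor wells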
# MITF primary – human MITF inhibition, primary screen | inhibition, % at 2.6 µM | AID 1259374 | AlphaScreen MITF homodimerization, bead proximity signal | 0.91% of 650,000 active; in the data active = inhibition above about 50%;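 also: 0% = vehicle wells with protein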
# GPR151 activ – activators of human GPR151; Q8TDV0; PathHunter beta-arrestin GPR151 cells, luminescence; activation, % at 11.2 µM; 1% of 650,000 active; AID 1508602; in the data active = activation above about 4.9%;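 also: 0% = median of compound wells and 100% = cells with positive control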
# Starred values were filed as active, the others as inactive; · = no result given. Rows are unselected (roughly 3.5% active in at least one column).
SMILES,FBW7 act,TEAD-YAP inh,MITF primary,GPR151 activ
C=CCN(c1ccc(C(=O)Nc2ccc(Oc3ccccc3)cc2)cc1)S(C)(=O)=O,0.5,31.7,-3.1,-0.9
Cc1ccccc1-n1c(=S)sc2c(=O)n(-c3ccccc3F)c(SCC(=O)Nc3ccc(N(C)C)cc3)nc21,0.1,6.0,18.5,0.8
Cc1noc(/C=C/c2ccco2)c1S(=O)(=O)N1CCC(C(=O)N2CCCC2)CC1,-0.1,5.1,12.2,2.0
Cc1cc(N2CCOCC2)nc2ccc(NC(=S)N3CCC4(CC3)OCCO4)cc12,0.2,-6.8,5.3,2.9
CS(=O)(=O)N(CC(=O)NCC1CCCO1)c1ccc(F)c(Cl)c1 (centres undefined),0.3,-9.0,-1.7,0.1
CC(C)c1ccc(NC(=O)C2C3C=CC4(O3)C2C(=O)N(CCCN2CCN(C)CC2)C4C(=O)NC2CCCC(C)C2C)cc1 (centres undefined),0.3,3.4,7.4,-0.6
O=C(O)c1ccc2c(=O)[nH]c3c(C(=O)NC4CCCC4)sc(=S)n3c2c1,0.0,-3.1,-19.8,1.8
CCOc1ccc(NC(=O)CSc2nc3sc(C(=O)OC)c(C)c3c(=O)n2N)cc1,0.1,1.4,13.2,-0.3
Nc1nonc1-c1nc2ccccc2n1CC(=O)N/N=C/c1cc(Cl)ccc1O,0.1,13.4,-0.1,0.5
CNC(=S)N/N=C/c1cc(OC)c(OC)cc1OC,0.0,9.0,4.0,-0.1
CCOC(=O)c1oc2cc(OS(C)(=O)=O)ccc2c(=O)c1-c1ccccc1OC,-0.1,-7.9,-0.7,-0.8
Cc1cc(Nc2cccc(Cl)c2)nc(-c2ccccc2O)n1,0.1,7.1,17.2,0.9

# Overlap with the part before: 3 compounds, then new ones.
SMILES,FBW7 act,TEAD-YAP inh,MITF primary,GPR151 activ
CNC(=S)N/N=C/c1cc(OC)c(OC)cc1OC,0.0,9.0,4.0,-0.1
CCOC(=O)c1oc2cc(OS(C)(=O)=O)ccc2c(=O)c1-c1ccccc1OC,-0.1,-7.9,-0.7,-0.8
Cc1cc(Nc2cccc(Cl)c2)nc(-c2ccccc2O)n1,0.1,7.1,17.2,0.9
COc1ccc(NC(=O)CC(C)S(=O)(=O)c2ccc3c(c2)OCC(=O)N3)cc1 (centres undefined),0.0,3.6,11.1,4.4
Cc1c(NC(=O)c2ccc(Cl)cc2[N+](=O)[O-])c(=O)n(-c2ccccc2)n1C,-0.1,-1.8,-18.8,0.4
O=C(Oc1ccc(Cl)cc1)c1ccc(Cl)c(S(=O)(=O)N2CCOCC2)c1,0.9,3.0,11.0,-0.8
Cc1cccc(-c2nc3s/c(=C4\C(=O)N(CC(N)=O)c5ccccc54)c(=O)n3n2)c1,-0.1,-3.7,-2.0,-2.0
COc1ccccc1CNC(=O)c1ccc2c(=O)n(-c3ccc(F)cc3)c(=S)[nH]c2c1,0.1,-3.8,13.4,0.0
CC(C)(C)C(=O)NCC(c1ccco1)S(=O)(=O)c1cccs1 (centres undefined),0.0,-2.0,-4.3,-1.0
CC(=O)c1ccc(OCC(=O)Nc2ncc(C)s2)cc1,-0.2,-14.1,-5.8,0.2
Cc1ccc(/C=C/C(=O)O)cc1S(=O)(=O)NCC1CCCO1 (centres undefined),0.1,4.0,22.7,-0.3
O=c1c2cccnc2[nH]c(=S)n1CCN1CCN(c2cccc(Cl)c2)CC1,0.4,11.7,-0.4,1.8
Cc1cc(C)c(NC(=O)c2ccncc2)c(C)c1,0.0,5.7,-6.0,-0.5
COc1ccc(S(=O)(=O)CCc2nnc(N)s2)cc1,0.1,-0.3,-8.2,-0.1
O=C(NCc1ccccc1)C1CCC(CNc2c(N3CCOCC3)c(=O)c2=O)CC1 (centres undefined),-0.3,-2.5,1.1,-1.3
Cc1cccc(N2C(=O)/C(=C/c3cccnc3)SC2=S)c1,0.1,5.0,3.2,1.9
O=C(N[C@@H]1c2ccccc2C2(CCN(C(=O)CCc3ccco3)CC2)[C@H]1O)c1ccccc1,-0.4,-21.8,11.7,-0.4
CC[N+](C)(CC)CCSc1nc2ccccc2c(=S)n1-c1ccc(OC)cc1,-0.1,1.1,5.5,-1.5
Cc1cc(C)c2nc3s/c(=C\c4cccc(OCc5ccc(Cl)cc5)c4)c(=O)n3c2c1,-0.1,4.2,18.1,-0.9
O=C(CSc1nnc(-c2ccc(O)cc2)n1Cc1ccco1)NC1CCCCC1,0.0,4.0,5.7,0.2
O=S(=O)(c1ccc2c(c1)OCCO2)N1CCN(c2ncccn2)CC1,0.1,4.0,8.2,0.3
N#Cc1ccccc1OCC(=O)N/N=C/c1cccc([N+](=O)[O-])c1,0.8,7.0,5.7,1.6
CCOC(=O)c1ccc(CNCc2ccccc2)cc1,0.2,-33.2,9.0,-1.8
CC1=NN(c2ccc(C)c(C)c2)C(=O)/C1=C\c1c(C)[nH]n(-c2ccc(C)cc2C)c1=O,-0.1,-4.8,-4.3,3.1
O=C(N/N=C1\C[C@@H](O)[C@@H](O)[C@@H]2[C@@H]3C(=O)N(Cc4ccc5c(c4)OCO5)C(=O)[C@@H]3CC[C@H]12)OCc1ccccc1,0.1,·,-5.2,0.3
O=C(O)c1ccc(S(=O)(=O)c2ccc([N+](=O)[O-])cc2[N+](=O)[O-])cc1,-0.2,-4.0,-7.7,1.0
Cc1ccc(C)c(OCCCNC(C)(C)C)c1C,-0.1,5.8,13.1,0.8
CC(C)OC(=O)CCC/C=C\C[C@@H]1[C@@H](/C=C/[C@@H](O)COc2cccc(C(F)(F)F)c2)[C@H](O)C[C@@H]1O,·,·,-9.7,0.5
N#Cc1ccccc1NC(=O)/C=C/c1ccccc1,-0.1,-62.6,4.5,-1.1
Cc1ccc(/C=C/c2nc(-c3c(F)cccc3F)no2)cc1,0.2,-22.9,6.2,-0.1
Cc1ccc(S(=O)(=O)N2CCc3cc(NC(=O)c4ccccc4Cl)ccc32)cc1,0.1,-3.8,5.5,0.0
CN(CCOC(=O)c1ccc2c(c1)OCO2)C(C)(C)C,0.1,11.0,5.0,0.3
CCCCSC1CS(=O)(=O)CC1NC(=O)OC (centres undefined),0.1,3.1,13.0,-0.2
CC1CCCC(NCc2c(C(=O)O)n(Cc3cccc(Cl)c3)c3ccccc23)C1C (centres undefined),-0.3,9.4,-0.8,-0.2
Cc1cc(=O)oc2ccc(OC/C(=N/O)c3ccc(Cl)cc3)cc12,-0.1,-5.8,1.9,1.9
CCOc1ccccc1NC(=O)c1c(NC(=O)c2ccccc2Br)sc2c1CCC(C)C2 (centres undefined),-0.7,0.1,-5.7,1.0
CCCN1CCN(C(=O)Nc2ccc([N+](=O)[O-])cc2)CC1,-0.2,-7.0,-6.0,-1.8
COc1ccc(OC)c(NC(=O)c2cc(-c3ccc(Br)cc3)nc3ccccc23)c1,-0.1,-8.5,3.7,-0.4
O=[N+]([O-])c1ccc(NC2CCN(Cc3ccccc3)CC2)c([N+](=O)[O-])c1,-0.2,0.0,1.2,0.9

# Part of the list above, as tab-separated lines.
SMILES	FBW7 act	TEAD-YAP inh	MITF primary	GPR151 activ
CC1CCCC(NCc2c(C(=O)O)n(Cc3cccc(Cl)c3)c3ccccc23)C1C (centres undefined)	-0.3	9.4	-0.8	-0.2
Cc1ccc(/C=C/c2nc(-c3c(F)cccc3F)no2)cc1	0.2	-22.9	6.2	-0.1
Cc1cc(=O)oc2ccc(OC/C(=N/O)c3ccc(Cl)cc3)cc12	-0.1	-5.8	1.9	1.9
CN(CCOC(=O)c1ccc2c(c1)OCO2)C(C)(C)C	0.1	11.0	5.0	0.3
N#Cc1ccccc1NC(=O)/C=C/c1ccccc1	-0.1	-62.6	4.5	-1.1
O=[N+]([O-])c1ccc(NC2CCN(Cc3ccccc3)CC2)c([N+](=O)[O-])c1	-0.2	0.0	1.2	0.9
COc1ccc(OC)c(NC(=O)c2cc(-c3ccc(Br)cc3)nc3ccccc23)c1	-0.1	-8.5	3.7	-0.4

# The results go on:
SMILES,FBW7 act,TEAD-YAP inh,MITF primary,GPR151 activ
CC(C)(C)c1ccc(C(=O)NCCNc2ccccc2[N+](=O)[O-])cc1,-0.1,-59.4,2.5,-0.1
Cc1cc(C)cc(N2C(=O)C3C(c4ccccc4Cl)OC4(C(=O)c5ccccc5C4=O)C3C2=O)c1 (centres undefined),0.4,-1.2,-2.5,0.0
COc1ccc(OC)c(N2C(=N)/C(=C(/O)c3ccccc3)C(c3ccc4c(c3)OCO4)C3=C2CCCC3=O)c1 (centres undefined),-0.1,-4.8,14.3,1.0
CCOC(=O)c1c(NC(=O)CCC(=O)Oc2ccc(C)cc2)sc2c1CCCC2,0.3,-3.8,-0.8,1.6
C=CCNC(=O)NC(=O)COC(=O)c1ccccc1C(F)(F)F,0.0,12.2,11.2,-1.2
Cc1cc([N+](=O)[O-])ccc1N1C(=O)C2CC=C(Cl)CC2C1=O (centres undefined),-0.1,1.7,9.2,5.6*
CCN(CC)c1cc(Nc2ccc(C)c(Br)c2)c([N+](=O)[O-])c2nonc12,0.0,1.5,0.4,-0.6
COc1ccccc1N1CCN(C(=O)c2c(C)c(-c3ccc(Cl)cc3Cl)nc3ccccc23)CC1,0.0,-1.0,2.4,0.0
CC(=O)NS(=O)(=O)c1ccc(NC(=O)Nc2ccc(Cl)cc2)cc1,0.0,1.7,0.3,7.4*
CCOC(=O)c1nocc1C1C(C(=O)OCC)ON2OC(C(=O)OC)CC12C(=O)OCC (centres undefined),0.8,2.7,17.9,-0.3
CCN1C(=O)/C(=C/c2cc(Br)ccc2OCC(=O)O)SC1=S,-0.2,-0.7,27.2,1.2
COc1ccc(Cn2c(=O)c3cccnc3n(CC(=O)Nc3cccc(C)c3)c2=O)cc1,0.2,5.2,1.6,2.3

# One compound at a time (already shown).
# CCN(CC)c1cc(Nc2ccc(C)c(Br)c2)c([N+](=O)[O-])c2nonc12 is entered as FBW7 act = 0.0; TEAD-YAP inh = 1.5; MITF primary = 0.4; GPR151 activ = -0.6
# CC(=O)NS(=O)(=O)c1ccc(NC(=O)Nc2ccc(Cl)cc2)cc1 is entered as FBW7 act = 0.0; TEAD-YAP inh = 1.7; MITF primary = 0.3; GPR151 activ = 7.4*

# (more compounds)
SMILES,FBW7 act,TEAD-YAP inh,MITF primary,GPR151 activ
CC1CCc2sc(NC(=O)c3cccc([N+](=O)[O-])c3)c(C#N)c2C1 (centres undefined),0.2,-10.0,20.8,0.7
CCN(CC)C(=O)CSc1nc2ccsc2c(=O)n1CCc1ccccc1,-0.1,16.3,-13.7,1.1
COc1cccc(/C=N/O)c1OCc1ccccc1,-0.1,2.7,10.1,0.3
Cc1ccc(N2C(=O)CC(SCC(=O)Nc3ccc(S(N)(=O)=O)cc3)C2=O)cc1 (centres undefined),0.0,1.4,6.1,-1.5
O=S(=O)(Nc1cccc(-c2cn3c(n2)SCC3)c1)c1cccnc1,0.3,-13.9,5.7,-1.9
COc1cc2c(cc1OC)C(COc1ccccc1OC)N(C(=O)c1cccc(Br)c1)CC2 (centres undefined),0.1,6.8,22.3,-0.3
c1ccc2c(Nc3nccc(Nc4ccc(N5CCOCC5)cc4)n3)nccc2c1,-0.3,61.6*,15.1,3.9
Cc1cccc(NC(=O)NC2CC(=O)N(c3ccc4c(c3)OCCO4)C2)n1 (centres undefined),-0.2,13.4,-4.6,-1.0
COC(CN(C)C(=O)c1cnc2sc3ccccc3n2c1=O)OC,-0.1,7.7,6.2,1.6
CN(C(=O)CC1C(=O)NCCN1Cc1ccc2ccccc2c1)C1CCOCC1 (centres undefined),0.1,-10.0,13.6,0.9
c1cc(-c2ccc3nc(-c4ccncc4)[nH]c3c2)ccn1,-0.4,-43.3,-5.5,0.4
CCOc1ccccc1-n1c(=S)sc2c(=O)n(-c3ccccc3C)c(SCC(=O)N3CCC(C)CC3)nc21,-0.1,5.2,9.0,0.4
O=C(c1ccco1)N1CCN(c2ncc(-c3ccccc3)n3ccnc23)CC1,-0.1,-60.0,-10.7,2.5
COc1ccc(C(=O)NCc2ccccc2F)cc1[N+](=O)[O-],0.0,8.2,7.8,-0.1
Cc1ccc(S(=O)(=O)Nc2cccc3cccnc23)c([N+](=O)[O-])c1,-1.3,26.4,21.3,-0.4
c1ccc(CN2CCN(Cc3ccccc3)C2c2ccco2)cc1,-0.1,-0.5,-10.7,-0.8

# Single entries from the results shown.
# In GPR151 activ, `c1ccc(CN2CCN(Cc3ccccc3)C2c2ccco2)cc1` has -0.8
# In GPR151 activ, `O=C(c1ccco1)N1CCN(c2ncc(-c3ccccc3)n3ccnc23)CC1` has 2.5
# In MITF primary, `COc1ccc(C(=O)NCc2ccccc2F)cc1[N+](=O)[O-]` has 7.8
